DAGLB inh: DAGLB lipase inhibitors, primary screen, biochemical, fluorescence, HTS; 340,000 tested, 0.059% active; HEK293T DAGLB membrane lysate, EnzChek fluorogenic substrate; AID 504411, 2011; inhibition, % at 5.17 µM; Diacylglycerol lipase-beta (Homo sapiens), Q8NCG7; in the data active = inhibition above about 34%;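 also: 0% = enzyme with vehicle and 100% = wells lacking enzyme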
RTF Ca sens inh: cardiac RTF calcium sensitivity inhibitors, primary screen, biochemical, IANBD-TnC fluorescence, EC70 calcium | IANBD-labeled cardiac RTF, Ca2+ fluorescence | 340,000 tested, 0.12% active | inhibition, % at 7.15 µM;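 active = inhibition above the mean inhibition of all tested compounds plus 3 SD, cut at about 17% in these data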;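 also: assay run at fixed EC70 calcium of 1.6 mM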
Keap1 Nrf2 FP: Keap1-Nrf2 protein-protein interaction inhibitors, primary screen, biochemical, fluorescence polarization, single point; inhibition, % at 9.4 µM; 340,000 tested, 0.15% active; Keap1 Kelch-Nrf2 peptide fluorescence polarization, 1536-well; in the data active = inhibition above about 12%;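 also: human Keap1 Kelch domain with fluorescein labeled Nrf2 9mer peptide probe; 0% = neutral control wells and 100% = peptide positive control; higher means more block of Keap1 binding to Nrf2 peptide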
PKA-R2B act: activators of PKA-R2B holoenzyme, primary screen, biochemical, fluorescence polarization, Cy5-IP20, human; cAMP-dependent protein kinase catalytic subunit beta (Homo sapiens) + cAMP-dependent …; PKA-R2B holoenzyme dissociation; R2B truncated from residue 108, S112A mutant; 0% DMSO only, 100% 113 µM cGMP; activation, % at 11.4 µM; 340,000 tested, 0.079% active; AID 504700, 2011;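 active = activation above a cutoff set at the mean over all compounds plus 3 SD, cut at about 18% in these data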;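 also: higher means more holoenzyme dissociation and a rise in polarization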
Target sequence (P31323 whole entry, looked up, other chains not shown, the tested form may be a part): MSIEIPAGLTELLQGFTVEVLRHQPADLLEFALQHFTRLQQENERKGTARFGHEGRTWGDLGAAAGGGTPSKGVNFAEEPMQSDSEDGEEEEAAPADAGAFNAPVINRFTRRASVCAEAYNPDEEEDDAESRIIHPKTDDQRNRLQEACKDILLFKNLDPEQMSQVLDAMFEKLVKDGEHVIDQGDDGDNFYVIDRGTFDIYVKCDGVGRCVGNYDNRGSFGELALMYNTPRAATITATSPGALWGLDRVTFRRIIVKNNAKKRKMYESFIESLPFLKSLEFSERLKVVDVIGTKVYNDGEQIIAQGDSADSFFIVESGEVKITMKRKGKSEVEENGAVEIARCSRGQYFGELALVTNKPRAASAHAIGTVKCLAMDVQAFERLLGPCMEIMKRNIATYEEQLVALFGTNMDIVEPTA
Rtt109 HAT inh: inhibitors of C. albicans Rtt109/Vps75 HAT, primary screen, biochemical, ThioGlo CoA-SH fluorescence, plate reader | Histone acetyltransferase RTT109 (Candida albicans (strain SC5314 / ATCC MYA-2876)), … | purified Rtt109/Vps75, 4 h | inhibition, % at 34.9 µM | 330,000 tested, 0.16% active;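 active = inhibition of at least 50% in every replicate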
Target sequence (Q5AAJ8 whole entry, looked up): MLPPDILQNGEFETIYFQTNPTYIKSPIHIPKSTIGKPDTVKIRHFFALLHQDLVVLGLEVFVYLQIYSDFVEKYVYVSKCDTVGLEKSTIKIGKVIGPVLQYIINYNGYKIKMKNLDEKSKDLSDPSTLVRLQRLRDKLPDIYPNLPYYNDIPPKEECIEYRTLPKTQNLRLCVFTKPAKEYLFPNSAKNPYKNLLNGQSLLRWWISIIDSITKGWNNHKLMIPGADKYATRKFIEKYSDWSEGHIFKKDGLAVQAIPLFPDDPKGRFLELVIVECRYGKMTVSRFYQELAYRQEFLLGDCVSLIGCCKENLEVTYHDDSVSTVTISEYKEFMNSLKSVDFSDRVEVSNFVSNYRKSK
C-LANA FP: inhibitors of KSHV C-LANA binding to DNA, primary screen, biochemical, fluorescence polarization, FAM-LBS DNA, MBP-C-LANA, single point. Kaposi's sarcoma herpesvirus LANA C-terminal domain (residues 932-1162) DNA binding. inhibition, % at 9 µM. 340,000 tested, 0.078% active;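 active = highest replicate inhibition at or above 60% at 9 µM, even if other replicates fall short; inactive = all replicates below 60% inhibition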;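 also: 0% = neutral control wells and 100% = 4 µM acridine orange control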
CAL PDZ FP-1: CAL PDZ peptide-binding inhibitors, primary screen, biochemical, fluorescence polarization, Cer-tagged CAL PDZ, HTS; Golgi-associated PDZ and coiled-coil motif-containing protein (Homo sapiens), Q9HD26; purified CAL PDZ, TMR-peptide fluorescence polarization, 1 h; inhibition, % at 20 µM; 330,000 tested, 0.02% active; AID 504414, 2011;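 active = highest replicate inhibition of at least 40%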;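 also: plate controls were DMSO neutral control wells for no effect and unlabeled competitor peptide control wells for full effect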
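material = purified tagged CAL PDZ domain construct (CerCALP) | buffer or medium = sodium phosphate/NaCl buffer pH 7.4 with TCEP, IgG, Thesit | reagent = TMR-labelled reporter peptide T*-PRC34 bound in PDZ groove | incubation = 1 h room-temperature incubation prior to read | measured by = fluorescence polarization (mP) | evaluation = percent inhibition from loss of millipolarization | control set = unlabelled peptide and DMSO controls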
SR-BI uptake up: activators of SR-BI mediated DiI-HDL uptake, primary screen, ldlA[mSR-BI] CHO cells, DiI fluorescence; 3 h; 100 = double the neutral-control signal; activation, % at 12.5 µM; 320,000 tested, 0.096% active;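 active = mean replicate activation of at least 60% and every replicate at or above 60%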;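 also: 0% = median plate neutral-control signal and 100% = twice that signal; values of inactives mirror those of a sister screen read the other way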
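Test system: SR-BI-overexpressing, LDLR-lacking CHO cells. Measured by: DiI fluorescence, bottom read. Medium: Ham's F12 with 0.5% BSA, HEPES 25 mM, pH 7.4. Timing: 3 h uptake period with compound, 37 °C.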
CAL PDZ FP-2: untagged CAL PDZ binding inhibitors, primary screen, biochemical, fluorescence polarization, HTS; purified CAL PDZ, TMR-peptide fluorescence polarization, 1 h; inhibition, % at 24.9 µM; 300,000 tested, 0.92% active; AID 602252, 2012;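 active = mean inhibition of at least 30% with at least half of replicates also reaching 30%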;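 also: 0% = DMSO neutral control and 100% = excess unlabeled competitor peptide PRC23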
RTF Ca sens act: cardiac RTF calcium sensitivity activators, primary screen, biochemical, IANBD-TnC fluorescence, EC20 calcium | activation, % at 7.2 µM | 340,000 tested, 0.24% active | IANBD-labeled TnC RTF fluorescence at EC20 calcium; 0% EC20 calcium, 100% full calcium | AID 493008, 2010 | Troponin I, cardiac muscle (Homo sapiens) + Troponin T, cardiac muscle (Homo sapiens) + …;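 active = activation above the mean over all tested compounds plus 3 SD, cut at about 30% in these data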;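 also: rise in fluorescence read as greater calcium sensitivity of cardiac thin filaments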
* hit, by the source's call; . = not tested or not shown; & = joins results of further samples.

SMILES	DAGLB inh	RTF Ca sens inh	Keap1 Nrf2 FP	PKA-R2B act	Rtt109 HAT inh	C-LANA FP	CAL PDZ FP-1	SR-BI uptake up	CAL PDZ FP-2	RTF Ca sens act
CC(C)CC1Nc2ncnc(N3CCN(c4ccccc4)CC3)c2N(Cc2ccc(Cl)cc2)C1=O (stereo not drawn)	3	2	-1	4	7	-2.4	0.1	23	-2	4
COc1ccc(C)cc1NC(=O)C1CCCN(S(=O)(=O)c2cccc3cccnc23)C1 (stereo not drawn)	-3	-4	-8	-1	5	-2.1	-0.9	-30	6	5
COc1ccc(C2=Nn3c(nnc3-c3cccnc3)SC2)cc1OC	2	-3	-2	8	-5	0.1	0.2	-19	-1	-1
CCOCCn1c(CN(Cc2ccccc2)Cc2ccccc2)nc2c1c(=O)[nH]c(=O)n2C	3	-8	-1	-6	-7	0.8	-1.2	8	0	10
O=C(N/N=C/c1ccc(OC(=O)c2ccccc2)c([N+](=O)[O-])c1)c1ccc(O)cc1	4	-2	7	-16	6	0.7	-0.8	27	-17	9
CN(C(=O)COC(=O)CNC(=O)C12CC3CC(CC(C3)C1)C2)C1CCS(=O)(=O)C1 (stereo not drawn)	1	0	-6	-11	7	0.8	0.3	17	0	3
CCN(C(=O)C=Cc1ccco1)c1ccccc1	-2	2	-4	0	2	1.3	-0.6	1	-3	2
COCCOC(=O)c1cc(C(=O)c2cc(Cl)ccc2O)coc1=N	-2	12	0	-4	-1	0.3	0.4	10	-4	1
COC(=O)c1ccc(COc2ncnc3sccc23)cc1	-3	2	-2	-13	-36	0.2	-1.5	22	2	1
Cc1oc(C(C)(C)C)c(CN2CCCC2)c1C(=O)O	-2	-18	0	-12	4	-1.2	-3.3	-11	-2	9
COc1cccc(-c2nc(CCl)cs2)c1	-1	1	-4	-4	14	6.9	1.3	-3	-1	-5
CC(C)(c1ccc(O)cc1)c1ccc(O)cc1	-2	-2	-6	1	10	0.9	2.0	1	-4	1
CC1=Nc2ccccc2N=C(NC(=O)c2ccccc2)C1c1ccc(Cl)cc1 (stereo not drawn)	3	4	3	-1	8	1.3	-0.9	4	6	-6
Cc1occc1-c1nnc(SCc2nc3ccccc3c(=O)n2CC#N)n1C	3	-5	0	-9	-2	-0.2	-0.4	7	.	-5
O=C(CNC(=O)c1ccc(Br)o1)NNC(=O)c1ccc(Cl)cc1	-1	-2	-4	-8	5	-0.2	-1.8	5	-4	-1
Cc1nc(N)nc2c1CCCC2	-9	3	0	-4	-2	-0.4	0.9	13	0	1
COc1ccc(-c2nnc(CSc3ncnc4sc5c(c34)CCC5)o2)cc1OC	-1	-2	3	1	-9	0.1	-3.4	14	-4	-2
COc1ccc2c(c1)CC(N1CCN(C)CC1)c1cc(OC)ccc1S2 (stereo not drawn)	1	2	-4	-9	5	-0.5	-2.6	0	-3	1
Cc1ccc(NC(=O)C2CC(=O)N(c3ccc4c(c3)OCCO4)C2)cc1S(=O)(=O)N(C)C (stereo not drawn)	-1	1	-2	-6	-1	-1.9	-2.0	8	-6	-8
CCCCN(CC)C(=O)CSc1nc2c(sc(=S)n2-c2ccc(OCC)cc2)c(=O)[nH]1	3	10	2	1	17	2.9	-3.8	-2	-6	-1
CC1=C(C(=O)OCC2CCCCC2)C(c2ccc(F)cc2)NC(=O)N1 (stereo not drawn)	1	-6	-3	0	-3	3.8	-0.8	-6	-3	-1
COc1ccc(OC)c(CCNC(=O)CSc2ccsc2[N+](=O)[O-])c1	2	-18	-7	1	-2	2.0	-2.6	-19	-4	-1
CCOc1ccccc1N(CC(=O)NCC1CCCO1)C(=O)CCC(=O)Nc1nccs1 (stereo not drawn)	1	-21	0	0	-5	-1.5	-2.1	.	-8	-2
COc1ccc(OCC(=O)NNC(=O)c2cccc(S(=O)(=O)N(C)C)c2)cc1	0	3	-4	-9	9	3.2	0.0	-8	11	0
COCCNC(=O)c1cc2sccc2n1C	3	7	0	-1	-7	-1.0	0.8	5	-1	5

6 entries drawn at random from the list so far:
SMILES	DAGLB inh	RTF Ca sens inh	Keap1 Nrf2 FP	PKA-R2B act	Rtt109 HAT inh	C-LANA FP	CAL PDZ FP-1	SR-BI uptake up	CAL PDZ FP-2	RTF Ca sens act
CCOCCn1c(CN(Cc2ccccc2)Cc2ccccc2)nc2c1c(=O)[nH]c(=O)n2C	3	-8	-1	-6	-7	0.8	-1.2	8	0	10
COc1ccc(OCC(=O)NNC(=O)c2cccc(S(=O)(=O)N(C)C)c2)cc1	0	3	-4	-9	9	3.2	0.0	-8	11	0
COc1ccc(-c2nnc(CSc3ncnc4sc5c(c34)CCC5)o2)cc1OC	-1	-2	3	1	-9	0.1	-3.4	14	-4	-2
CN(C(=O)COC(=O)CNC(=O)C12CC3CC(CC(C3)C1)C2)C1CCS(=O)(=O)C1 (stereo not drawn)	1	0	-6	-11	7	0.8	0.3	17	0	3
COc1ccc2c(c1)CC(N1CCN(C)CC1)c1cc(OC)ccc1S2 (stereo not drawn)	1	2	-4	-9	5	-0.5	-2.6	0	-3	1
COCCNC(=O)c1cc2sccc2n1C	3	7	0	-1	-7	-1.0	0.8	5	-1	5

Remaining list, next part:
SMILES	DAGLB inh	RTF Ca sens inh	Keap1 Nrf2 FP	PKA-R2B act	Rtt109 HAT inh	C-LANA FP	CAL PDZ FP-1	SR-BI uptake up	CAL PDZ FP-2	RTF Ca sens act
N#CC1(NC(=O)CSc2nncn2-c2ccccc2F)CCCC1	2	-4	2	-2	-6	0.9	0.4	13	.	-5
CC1(C)CC(=O)C(C(=O)CCCCC(=O)C2C(=O)CC(C)(C)CC2=O)C(=O)C1	1	-15	-2	4	-1&9	-1.3	-0.6	17&5	9	3
Cc1ccc(C)c(S(=O)(=O)N2CCN(C(=O)Cc3c(F)cccc3Cl)CC2)c1	-7	-15	1	-6	-4	1.2	-1.2	-22	-4	3
O=C(COC(=O)c1ccc(F)cc1)Nc1cc(S(=O)(=O)N2CCOCC2)ccc1N1CCCC1	2	0	-1	5	0	-1.6	-1.0	-7	-5	-4
CN1CCN(c2ccc(-c3cccc(NC(=O)COc4ccc(Cl)cc4Cl)c3)nn2)CC1	2	-6	-2	-6	-1	0.4	-3.5	-16	-3	-12
COC1=CC(=O)CC(C)C12Oc1cc(OC)cc(OC)c1C2=O (stereo not drawn)	1	-2	0	-4	3	0.6	-0.7	-12	-5	4
O=C(CCn1[nH]c(=O)c2ccccc2c1=O)N1CCOCC1	1	-15	1	-5	4	-0.3	0.7	27	2	0
Cc1n[nH]c(=O)c2ccccc12	-1	1	-4	-17	-1	-0.4	-2.7	34	-2	-2
COCCCN(C(=O)Nc1ccccc1)C(C)c1ccncc1 (stereo not drawn)	1	-4	2	6	-4	-1.6	-0.8	13	.	-1
O=c1oc(-c2cccs2)nc2ccc(Br)cc12	7	-5	-2	4	9	-0.6	-3.3	19	-4	-3
O=C(c1ccccc1)N1CCCCC(S(=O)(=O)c2ccccc2)C1=O (stereo not drawn)	1	-4	-1	-14	0	1.0	-0.5	.	-2	6
COc1ccc(Br)cc1CN1CCC(N2CCCC2)CC1	-1	-12	0	-3	1	1.3	-1.6	20	1	4
O=C(COc1ccccc1)Nc1ccc(N2CCN(C(=O)c3ccco3)CC2)cc1	-1	0	-2	-7	12	0.3	-1.8	-26	-3	-1
CCCCCC(=O)N/N=C/c1ccc(N(C)C)cc1	2	-17	-1	-4	1	0.5	-0.9	10	1	-1
COCCN1C(=O)c2ccc(C(=O)O)cc2C1=O	0	2	0	4	.	1.2	-2.0	22	0	-3
Nc1cc(C(=O)OCC(=O)c2ccc(CC(=O)N3CCOCC3)s2)ccc1Cl	0	4	-4	-2	12	-2.2	-0.2	-12	-4	-6
CC(=O)N1CSCC1C(=O)N1CCN(c2ccc(N3CCOCC3)nn2)CC1 (stereo not drawn)	2	-2	0	0	-47	0.5	0.1	10	.	-1
CC1(C)CC(=O)C2=C(C1)NC1=C(C(=O)c3ccccc31)C2c1ccc(O)cc1 (stereo not drawn)	22	10	0	0	22	2.0	0.3	28	-2	1
COc1ccc(S(=O)(=O)N(C)C[C@H]2Oc3c(NC(=O)NC(C)C)cccc3C(=O)N([C@H](C)CO)C[C@@H]2C)cc1	-3	-2	-4	-10	5	0.9	-0.5	24	-6	-3
CC1CCN(CCC(=O)NN)CC1	-4	-7	5	0	3	-1.2	-1.4	24	1	3
CCCCn1c(SCC2CCCCO2)nc2cc(S(N)(=O)=O)ccc21 (stereo not drawn)	0	-33	-2	6	2	-2.1	-1.7	-3	-3	-1
Cc1nn(C)c(Cl)c1C(=O)NC(C(=O)O)c1ccccc1 (stereo not drawn)	2	2	-4	2	1	0.2	-0.3	13	-2	-1

By substructure, the compounds so far with bromine
SMILES	DAGLB inh	RTF Ca sens inh	Keap1 Nrf2 FP	PKA-R2B act	Rtt109 HAT inh	C-LANA FP	CAL PDZ FP-1	SR-BI uptake up	CAL PDZ FP-2	RTF Ca sens act
O=C(CNC(=O)c1ccc(Br)o1)NNC(=O)c1ccc(Cl)cc1	-1	-2	-4	-8	5	-0.2	-1.8	5	-4	-1
O=c1oc(-c2cccs2)nc2ccc(Br)cc12	7	-5	-2	4	9	-0.6	-3.3	19	-4	-3
COc1ccc(Br)cc1CN1CCC(N2CCCC2)CC1	-1	-12	0	-3	1	1.3	-1.6	20	1	4
